Screening results (PubChem)
hcGAS inh: Primary biochemical luminescence assay for human cyclic GMP-AMP synthase inhibitors; recombinant h-cGAS, ATP depletion, Kinase-Glo luminescence; inhibition, % at 12.5 µM; 0.081% of 290,000 active;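 also: 0% = vehicle reaction and 100% = reaction without DNA for no activity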
Target sequence (Q8N884 whole entry, looked up): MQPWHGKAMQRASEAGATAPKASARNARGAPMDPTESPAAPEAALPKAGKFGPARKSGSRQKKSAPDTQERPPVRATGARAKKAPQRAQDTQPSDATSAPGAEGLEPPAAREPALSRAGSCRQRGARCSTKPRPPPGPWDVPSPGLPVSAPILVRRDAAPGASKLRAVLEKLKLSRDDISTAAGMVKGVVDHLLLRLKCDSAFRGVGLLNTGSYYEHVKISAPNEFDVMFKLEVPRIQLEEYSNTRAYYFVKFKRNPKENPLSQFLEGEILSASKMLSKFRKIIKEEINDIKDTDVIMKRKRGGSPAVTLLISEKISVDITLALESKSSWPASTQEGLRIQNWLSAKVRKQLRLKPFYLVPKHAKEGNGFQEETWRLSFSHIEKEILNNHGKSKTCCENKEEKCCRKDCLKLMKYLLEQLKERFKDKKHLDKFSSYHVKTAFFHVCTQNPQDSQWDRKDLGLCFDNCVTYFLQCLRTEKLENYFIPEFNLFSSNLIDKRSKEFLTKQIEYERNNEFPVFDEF
NPYLR7 agonist: agonists of mosquito NPYLR7 receptor, primary screen, cell-based, Aedes aegypti, calcium fluorescence, mosquito biting behavior. Aedes aegypti neuropeptide Y-like receptor 7 (NPYLR7). HEK293T NPYLR7/Galpha15, GCaMP6s calcium fluorescence. activation, % at 10 µM. 0.15% of 270,000 active. AID 1259423, 2018; in the data active = activation above about 40%;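 also: 0% = vehicle and 100% = reference agonist at the receptor; some compounds past the cut are filed as inactive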
mcGAS lum: cyclic GMP-AMP synthase inhibitors, mouse, primary biochemical chemiluminescence | AID 1259399, 2018 | recombinant cGAS, Kinase-Glo ATP depletion luminescence | inhibition, % at 12.5 µM | 0.15% of 160,000 active;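 also: 0% = negative control wells and 100% = reference inhibitor with no enzyme activity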
The depositor's hits bear a star; . = not tested or not shown; & = joins results of further samples. Rule as the data show it, unless noted: active = inhibition above about 40%; inactive = the rest.

SMILES | hcGAS inh | NPYLR7 agonist | mcGAS lum
O=C(NNC(=O)c1cccn(Cc2cccc(Cl)c2)c1=O)Nc1ccccc1 | -1 | 5 | .
COc1ccc(/C=C2/SC(=S)N(CCCC(=O)N3CCN(C)CC3)C2=O)cc1 | -9 | 3 | -5
CC(C)(C)NC(=O)CCC1CCCCC1 | -13 | 0 | 0
O=C(CCn1nnc2ccccc21)N1CCCC(O)(CO)CC1 (stereo not given) | -7 | 9 | .
O=C(CN1CCN(C(=O)c2cnc3c(cnn3C3CCCC3)c2)CC1)N1CCCCCC1 | -9 | 8 | .
CS(=O)(=O)NCCC1CCCN(Cc2ccc3nonc3c2)C1 (stereo not given) | -5 | -1 | .
Cc1cccc(NC(=O)N2CCN(CC(=O)N3CC(C)CC(C)C3)CC2)c1 (stereo not given) | -4 | 1 | -14
CC1(C)Cc2cccc(CN3CCCC(O)(CO)C3)c2O1 (stereo not given) | -7 | -1 | .
Cc1noc(-c2cccnc2NCCc2cccnc2)n1 | -6 | 1 | -14
Cc1sc(NC(=O)c2ccccc2)c(CN2CCN(c3ccccc3)CC2)c1C | 6 | -2 | .
CCn1c(C)cn2c3c(=O)n(Cc4cc(C)ccc4C)c(=O)n(C)c3nc12 | -4 | 8 | .
O=C(CN1c2cccc3cccc(c23)S1(=O)=O)c1c[nH]c2ccccc12 | 3 | 4 | .
CCOC(=O)N1CCN(C(=O)c2ccc(N3CCC(NCCCn4cccn4)CC3)cc2)CC1 | -1 | 0 | -8
Cn1c(/C=C2/CS(=O)(=O)c3ccccc3C2=O)nc2c1c(=O)[nH]c(=O)n2C | -8 | 4 | -10
CN(C)c1ccc(C2CC(c3ccc(Cl)cc3)=Nc3ncnn32)cc1 (stereo not given) | -12 | 22 | 0
O=C(Cn1nc2c(c1NC(=O)Cc1cccs1)CSC2)NCCc1ccccc1 | 0 | 6 | 0
COCCN1CCCC(Cn2cnnc2)C1 (stereo not given) | -4 | -1 | .
CC(=O)NCCn1c(-c2ccccc2)csc1=Nc1cccc(Cl)c1 | -5 | -1 | -4
CC(C)CN(CC(N)=O)c1ncc(Br)cn1 | -6 | 0 | .
CC(c1ccncc1)N(C)C(=O)C1CCN(C)C(=O)C1 (stereo not given) | -10 | 8 | .
C/C=C/COC(=O)C1=C(C)NC(=O)NC1c1ccc(F)cc1 (stereo not given) | -1 | -3 | -2
CCCOCCCNC(=O)c1cc(N2CCN(Cc3ccccc3)CC2)nc2ccccc12 | -5 | 4 | -8
CCCCCc1ccc(C(=O)N2CCC3(CC2)C(=O)N(CC(=O)Nc2cccc(Cl)c2)CN3c2ccccc2)cc1 | -9 | 13 | -6
COCCCN1C(=O)c2cccc3c([N+](=O)[O-])ccc(c23)C1=O | -4 | -3 | -5
CCc1cccc2c(C(CC(=O)NC(C)c3ccccc3)c3cccc([N+](=O)[O-])c3)c[nH]c12 (stereo not given) | -2 | -2 | -3
CCCn1cc(NC(=O)C2COc3ccc(Cl)cc3C2)ccc1=O (stereo not given) | -19 | 4 | .
O=C(c1cnccn1)N1CCOC(COCc2ccc(F)cc2Cl)C1 (stereo not given) | -7 | 24 | .
CC(C)(O)C#Cc1cccc(C(=O)NC2CCCCNC2=O)c1 (stereo not given) | -5 | 13 | -16
CN1CC(=O)N2C[C@@H](NC(=O)CCN3CCCCCC3=O)C[C@H]2C1=O | -5 | 7 | .
CC1=C(C(=O)OCC(C)C)C(c2ccc(NC(=O)c3ccc(F)cc3)cc2)NC(=S)N1C (stereo not given) | -9 | . | -9

Part of the list above, with each value named:
> COc1ccc(/C=C2/SC(=S)N(CCCC(=O)N3CCN(C)CC3)C2=O)cc1
  hcGAS inh: -9
  NPYLR7 agonist: 3
  mcGAS lum: -5
> CC(C)(C)NC(=O)CCC1CCCCC1
  hcGAS inh: -13
  NPYLR7 agonist: 0
  mcGAS lum: 0
> O=C(CCn1nnc2ccccc21)N1CCCC(O)(CO)CC1 (stereo not given)
  hcGAS inh: -7
  NPYLR7 agonist: 9
  mcGAS lum: .
> O=C(CN1CCN(C(=O)c2cnc3c(cnn3C3CCCC3)c2)CC1)N1CCCCCC1
  hcGAS inh: -9
  NPYLR7 agonist: 8
  mcGAS lum: .

Additional compounds follow:
SMILES | hcGAS inh | NPYLR7 agonist | mcGAS lum
CCc1ccc(C2C(C#N)=C(C)NC3=C2C(=O)CC(c2ccccc2)C3)cc1 (stereo not given) | -5 | -1 | -6
CC(NC(=O)Cc1ccc(N2CCCC2=O)cc1)c1cccs1 (stereo not given) | 2 | -1 | .
CCc1cccc(NC(=O)N(CCCOC)Cc2nc(C(=O)OC)cs2)c1 | -2 | 16 | -4
CN(C)c1ccc(NC(=O)c2cc(C3CC3)n(C3CCS(=O)(=O)C3)n2)cc1 (stereo not given) | -8 | 4 | -5
O=C(CN1CCCCCCC1=O)Nc1nc2ccccc2[nH]1 | -13 | 4 | .
CCOc1ccc(CN2CCN(Cc3nc4sccc4c(=O)[nH]3)CC2)cc1 | -8 | 2 | .
COc1ccc(-c2cc(C(=O)Nc3ccc(C)c(C)c3)n3nc(C(C)(C)C)cc3n2)cc1 | -1&1 | -4 | -6&-3
COCCCN(Cc1c(C)nn(-c2cccc(F)c2)c1N1CCN(C)CC1)C(=O)c1cc(C(F)(F)F)cc(C(F)(F)F)c1 | -2 | 5 | -8
CC(C)n1c(-c2ccccc2)csc1=Nc1ccccc1 | -11 | 8 | .
CC1CN(C(=O)C2CCN(S(C)(=O)=O)CC2)C(C)CO1 (stereo not given) | -11 | 2 | .
Cc1cc(C)n(CCC(=O)NCc2cn[nH]c2-c2ccc(Cl)cc2)c(=O)n1 | 8 | -8 | .
CC(=O)c1c(C)[nH]c(C(=O)COC(=O)[C@@H]2CCCN2C=CC(=O)C(F)(F)F)c1C | -6 | 3 | -2
Cc1nc(NCCC2CCOC2)cc(C2CCNCC2)n1 (stereo not given) | -6 | . | -11
O=C(Nc1nc(NS(=O)(=O)c2ccccc2)n[nH]1)C1CC=CCC1 (stereo not given) | -12 | 8 | .
O=C(CSc1nnc(NC2CC2)s1)Nc1ccc(N2CCCC2)cc1 | -2 | 8 | .
CCN(CC)c1nc2c(s1)C(=O)CC(C)(C)C2 | 3 | -8 | 3
CCc1ccsc1C(=O)Nc1ccc(OC)c(N2CCCC2=O)c1 | -9 | 6 | .
c1cnc(N2CCN(c3ncnc4c3nc3n4CCCCC3)CC2)nc1 | -6 | 3 | .
Cc1c(C)n2c3c(=O)n(C)c(=O)n(C)c3nc2n1C(C)c1ccccc1 (stereo not given) | -10 | 5 | .
FC(F)(F)c1cccc(-c2ccn[nH]2)n1 | -5 | 5 | .
C#CCn1nc(C)c2cnn(-c3ccccc3)c2c1=O | -2 | 8 | .
O=c1oc2c(-c3ccc(Br)cc3)cc(O)cc2s1 | -5 | 0 | -6
Cc1ccc(C(=O)NCc2sccc2C)cc1N1CCNC1=O | -5 | -4 | -15
CC1(C(=O)Nc2nc(-c3ccc(F)c(F)c3)cs2)Cc2ccccc2C(=O)O1 (stereo not given) | -1 | -8 | .
CCN(CC)C(=O)Cn1cc(SCC(=O)Nc2ccc(NC(C)=O)cc2)c2ccccc21 | -3 | -8 | -6
CC(C)CN(C(=O)CSc1nncn1C)C1CCS(=O)(=O)C1 (stereo not given) | -5 | 11 | -6
COc1cccc(CC(=O)Nc2nnc(C3CC3)s2)c1 | -8 | -10 | .
CC1=NC2(CCN(C3CCN(C(=O)c4cccs4)CC3)CC2)C(=O)N1 | -1 | -1 | .
COCCN(Cc1c(-c2ccccc2)noc1N1CCN(C)CC1)C(=O)c1cccs1 | -3 | 14 | -7
CCC(NC(=O)C(C)Sc1ccccn1)c1n[nH]c(C)n1 (stereo not given) | -12 | 0 | -15
Cc1ccc(CN2CCN(Cc3cccc4c3OCO4)CC2CCO)o1 (stereo not given) | -8 | 9 | -11
O[C@H]1[C@H](O)[C@@H](O)C2OC[C@H]1O2 | 3 | -10 | -1
CCCCN(Cn1c(=S)oc2ccccc21)C1CCS(=O)(=O)C1 (stereo not given) | -4 | 1 | .
CCCCC(=O)Nc1ccc(C(=O)NC2CCCN(C(=O)C3CC3)C2)cc1 (stereo not given) | -6 | 16 | -13
CC(C)CCC(=O)N1CCC2(CC1)CC(O)CCO2 (stereo not given) | -4 | . | -3
O=C1NC(=S)N/C1=C\c1ccccc1OCc1ccc([N+](=O)[O-])cc1 | -2 | 10 | -7
CCCCCn1c(=NC(=O)C=CC=CSC)c(C#N)cc2c(=O)n3cccc(C)c3nc21 | -3 | 1 | .
CCOC(=O)c1ccc2c(c1)nc(SCc1c(F)ccc(F)c1Cl)n2Cc1ccco1 | 7 | 0 | 3
CC(C)N1CC2(CCCN(c3nccc(C(F)(F)F)n3)C2)CCC1=O (stereo not given) | -1 | . | -3
COCC(=O)N1CC(=O)N(Cc2ccc(C)cc2)CC(O)C1 (stereo not given) | 0 | 19 | -8
c1ccc(-n2nnnc2Cc2nnnn2-c2ccccc2)cc1 | -1 | 5 | -2
Cc1ccc(N=Nc2c(-c3ccc([N+](=O)[O-])cc3)[nH]n(-c3ccccc3)c2=O)cc1[N+](=O)[O-] | -5 | -5 | -2
CNc1nnc(SCc2cccc(Br)c2)s1 | -4 | -5 | .
COc1ccc(OC)c(S(=O)(=O)N[C@H]2CO[C@H]3[C@@H]2OC[C@H]3OC(=O)Nc2ccc(Oc3ccccc3)cc2)c1 | -3 | -7 | -6
O=C(NCC1CCN(c2nc(Cc3ccc(Cl)cc3)ns2)CC1)C1C[C@H]1c1ccccc1 (stereo not given in full) | -13 | 17 | -6
CCS(=O)(=O)N(CC(C)C)c1ccc(C(C)=O)cc1 | -7 | -1 | -13
COc1cccc(CO[C@]2(C(=O)NCCN3CCOCC3)CC(OCc3ccccc3F)[C@H](O)[C@H](O)C2)c1 (stereo not given in full) | 1 | -26 | -1
CCC(=O)Nc1ccc(N(C)C)c(CN(C(=O)Nc2cccc(F)c2)C(C)CC)c1 (stereo not given) | -8 | -2 | -9
CCc1ncc(C(=O)N(C)Cc2ccccc2C(F)(F)F)cn1 | 1 | 5 | -12
CCCCNC(=O)N1CCCN(C(=O)C(C)N2CCc3sccc3C2c2ccccc2C)CC1 (stereo not given) | -2 | 16 | -5

Gathered by group, the compounds so far containing a furan ring, fused or not (2)
SMILES | hcGAS inh | NPYLR7 agonist | mcGAS lum
Cc1ccc(CN2CCN(Cc3cccc4c3OCO4)CC2CCO)o1 (stereo not given) | -8 | 9 | -11
CCOC(=O)c1ccc2c(c1)nc(SCc1c(F)ccc(F)c1Cl)n2Cc1ccco1 | 7 | 0 | 3

Continuation.
SMILES | hcGAS inh | NPYLR7 agonist | mcGAS lum
CCN(CC)S(=O)(=O)c1ccc2c(c1)nc(SCc1cc(F)ccc1C)n2C(C)C | -6 | 4 | -6
COC(=O)C(=O)C=C(O)c1ccco1 | 0&-6 | 4&21 | .
CCOc1ccccc1N1CCN(C(=O)CC2C(=O)NCCN2Cc2ccoc2)CC1 (stereo not given) | -8 | 5 | -11
Cc1nn(CC(=O)Nc2sc3c(c2C(N)=O)CCCC3)c(C)c1[N+](=O)[O-] | -5 | 0 | .
CCn1nnc2c(Nc3ccc(OC)cc3)ncnc21 | -9 | 7 | -10
C/C(=C\c1ccccc1)c1nc2ccc(Cl)cn2c1NC1CCCCC1 | -4 | -7 | -3
O=S(=O)(NCCNc1ccc(Nc2cccnc2)nn1)c1ccc(C(F)(F)F)cc1 | -5 | -1 | -5
COC(=O)CCC(=O)NCc1ccc(-c2ncc(-c3ccc(F)cc3)[nH]2)cc1 | -2 | 11 | -1
Cc1cc(C)cc(NS(=O)(=O)c2c(C)n[nH]c2C)c1 | -6 | 13 | .
CCN1CCN(C(c2cccc(F)c2)C2Sc3nc(C)nn3C2=O)CC1 (stereo not given) | -6 | 6 | .
Cc1cccc(CN(C(=O)c2ccc(F)cc2)C2CCC(NC(=O)C3CCN(C(=O)c4cccc(F)c4)CC3)CC2)c1 (stereo not given) | -3 | -2 | -5
COc1ccc(/C=C2\Oc3cc(OCCN4CCCCC4CCO)ccc3C2=O)cc1 (stereo not given) | -1 | 5 | .
Cc1ccc(C)c2c(N=NC(=O)COc3ccc4ccccc4c3)c(O)[nH]c12 | -1 | -8 | -4
Cc1cc(C(=O)N(Cc2cccnc2)c2nc3c(C(C)C)cccc3s2)on1 | 8 | -2 | 4
O=c1cc(N2CCOCC2)oc2c(-c3ccccc3)cccc12 | -3 | 1 | -3
Cc1ccc(-n2nc3c(c2N)CSC3)cc1 | -5 | -13 | -7
CC(C)CCNCC1OCc2ccccc2CO1 | -5 | -13 | .
Cc1ccnc2c1NC(=O)c1cccnc1N2C1CC1 | 1&-8 | -13&-6 | .
COc1cc2c(cc1OC)CN(C1CCCN(C(=O)/C=C/c3ccco3)C1)CC2 (stereo not given) | -7&-11 | 7&-3 | .
